RGS8-Gao: RGS8-Galphao binding modulators, primary screen, biochemical, multiplexed bead flow cytometry; actives lie on both sides; response (percent of control binding), % at 10 µM; 220,000 compounds, 0.34% hits; AID 1423, 2008; in the data active = response below about 60% or above about 140%; inactive = in between;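 note: Galphao activated as the GDP aluminium fluoride complex binding bead-coupled RGS8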
Target sequence (P09471 whole entry, looked up): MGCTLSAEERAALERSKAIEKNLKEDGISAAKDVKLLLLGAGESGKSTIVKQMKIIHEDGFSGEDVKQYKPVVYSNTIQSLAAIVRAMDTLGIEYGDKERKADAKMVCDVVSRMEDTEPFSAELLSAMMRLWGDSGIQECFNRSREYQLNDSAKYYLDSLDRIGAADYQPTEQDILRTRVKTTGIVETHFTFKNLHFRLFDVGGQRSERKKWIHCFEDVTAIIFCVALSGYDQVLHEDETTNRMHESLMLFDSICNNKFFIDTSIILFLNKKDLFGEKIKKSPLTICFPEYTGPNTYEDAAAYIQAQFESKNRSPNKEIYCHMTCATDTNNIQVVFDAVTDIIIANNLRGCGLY
Mcl1 Noxa PPI: Mcl-1/Noxa binding inhibitors, primary screen, biochemical, TR-FRET, 1536-well. TR-FRET Mcl-1/Noxa peptide binding, 2 h. inhibition, % at 21.7 µM. 220,000 compounds, 1.5% hits. AID 1022, 2008;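 active = compounds that cut the protein-peptide binding signal by more than 50% relative to plate controls in a single-dose test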;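 note: His-tagged Mcl-1 with rhodamine Noxa BH3 peptide and terbium anti-His antibody; 0% = Mcl-1 plus Noxa peptide wells and 100% = peptide-only wells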
Target sequence (Q07820 whole entry, looked up): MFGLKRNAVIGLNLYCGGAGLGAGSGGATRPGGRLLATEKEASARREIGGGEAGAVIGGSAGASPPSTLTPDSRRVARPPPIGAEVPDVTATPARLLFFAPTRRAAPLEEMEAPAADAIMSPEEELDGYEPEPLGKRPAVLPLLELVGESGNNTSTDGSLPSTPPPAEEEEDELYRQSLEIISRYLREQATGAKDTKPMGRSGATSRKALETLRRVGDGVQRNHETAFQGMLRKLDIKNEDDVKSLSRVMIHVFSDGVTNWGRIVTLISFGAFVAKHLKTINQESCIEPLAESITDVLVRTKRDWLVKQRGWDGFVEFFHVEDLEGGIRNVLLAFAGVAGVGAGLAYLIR
Rab2A wt mod: modulators of GTP binding to Rab2A wildtype, primary screen, biochemical, dog, bead-based flow cytometry, multiplex; Ras-related protein Rab-2A (Canis lupus familiaris), P61105; GST-Rab2 wt beads, Bodipy-GTP binding; GTP binding activity, % at 10 µM; 190,000 compounds, 0.19% hits; AID 760, 2007;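 active = GTP binding activity at least 20 points away from 100%, either lowered or raised; inconclusive = signal likely due to the compound's own green fluorescence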;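 note: 0% = beads with excess unlabeled GTP and 100% = no-compound control corrected for plate trend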
Pf gamet viab: late stage P. falciparum gametocyte viability inhibitors, primary screen, ATP luminescence, HTS; inhibition, % at 10.9 µM; P. falciparum stage V gametocytes, 24 h; 150,000 compounds, 0.065% hits;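 active = inhibition above the mean plus 3 SD of compounds within the control limits, set per campaign, cut at about 38% in these data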;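 note: 0% = DMSO wells and 100% = medium only without gametocytes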
Bim-Mcl-1: inhibitors of Bim peptide binding to Mcl-1, primary screen, biochemical, bead-based flow cytometry, multiplex | inhibition, % at 10 µM | Induced myeloid leukemia cell differentiation protein Mcl-1 (Homo sapiens), Q07820 | 190,000 compounds, 0.1% hits | Bim peptide-Mcl-1 binding | AID 1009, 2008; in the data active = inhibition above about 40%;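 note: 0% = no compound tracer wells and 100% = peptide blocker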
Cdc42 wt: modulators of GTP binding to wildtype Cdc42, primary screen, biochemical, multiplex bead flow cytometry, Bodipy-GTP; AID 761, 2007; 190,000 compounds, 0.2% hits; percent activity (GTP binding), % at 10 µM; GST-Cdc42 beads; actives lie on both sides;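 active = percent activity GTP binding at least 20 points away from the 100% baseline, either down as inhibitor or up as activator; inconclusive = compound flagged as likely green fluorescent from well-wide comparison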;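 note: median bead fluorescence of bound Bodipy-FL-GTP at 100 nM; 0% = excess unlabeled GTP control and 100% = no compound control; below 100% means less GTP binding so inhibitor and above means activator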
Target sequence (P60953 whole entry, looked up): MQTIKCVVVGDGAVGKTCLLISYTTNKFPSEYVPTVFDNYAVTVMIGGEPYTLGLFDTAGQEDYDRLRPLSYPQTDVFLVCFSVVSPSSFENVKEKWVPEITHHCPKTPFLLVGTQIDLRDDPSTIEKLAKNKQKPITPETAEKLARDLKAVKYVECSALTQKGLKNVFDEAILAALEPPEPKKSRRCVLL
Rab7 wt modul: modulators of GTP binding to Rab7, primary screen, biochemical, wildtype, multiplex bead flow cytometry | Rab7 GTPase wild type (dog), Bodipy-FL-GTP binding | GST-Rab7 beads, fluorescent GTP binding; actives lie on both sides; untreated = 100%, excess cold GTP = 0% | GTP binding activity (percent of control), % at 10 µM | 190,000 compounds, 0.055% hits;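 active = fluorescent GTP binding to Rab7 beads changed by at least 20 points from the 100% baseline, either direction, mostly lower; inconclusive = compound itself probably fluorescent, or too few beads counted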;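 note: median green fluorescence of bound Bodipy-FL-GTP per Rab7 bead population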
Rac1 wt modul: wildtype Rac1 GTP binding modulators, primary screen, biochemical, GST-Rac1 beads, flow cytometry, multiplex; 190,000 compounds, 0.27% hits; Ras-related C3 botulinum toxin substrate 1 (Homo sapiens), P63000; fluorescent GTP binding; actives lie on both sides; 0 = cold GTP competed, 100 = untreated; GTP binding activity (% of control), % at 10 µM;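 active = GTP binding activity at least 20 points away from the 100% control level, either lower or higher; inconclusive = compound flagged as likely green fluorescent, judged across all proteins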
Mcl1 Bid PPI: Mcl-1/Bid binding inhibitors, primary screen, biochemical, TR-FRET, 1536-well | Induced myeloid leukemia cell differentiation protein Mcl-1 (Homo sapiens), Q07820 | TR-FRET Mcl-1/Bid-Dy647 peptide binding | inhibition, % at 21.7 µM | 220,000 compounds, 0.97% hits;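 active = compounds that cut the binding signal by more than half at the single screening dose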;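 note: His-tagged Mcl-1 with europium anti-His antibody binding Bid BH3 peptide; 0% = Mcl-1 plus peptide wells and 100% = peptide-only wells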
Rac1 act GTP bind: GTP binding modulators of activated mutant Rac1, primary screen, biochemical, bead-based flow cytometry, multiplex, fluorescent GTP | GST-Rac1 activated beads; actives lie on both sides; 100% means binding = to untreated wells | 190,000 compounds, 0.11% hits | percent activity (GTP binding), % at 10 µM | AID 764, 2007;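 active = GTP binding at least 20 percentage points away from the 100% baseline, in either direction, so actives lie on both sides; inconclusive = Compound likely fluorescent itself, or too few beads counted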
HRas wt GTP: modulators of GTP binding to HRas wildtype, primary screen, biochemical, bead-based flow cytometry, multiplex. GTPase HRas (Homo sapiens), P01112. GST-Ras wt beads, Bodipy-FL-GTP binding; actives lie on both sides. GTP binding activity, % at 10 µM. 190,000 compounds, 0.14% hits. AID 759, 2007;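 active = GTP binding activity at least 20% away from the 100% baseline, either lowered as inhibitor or raised as activator; inconclusive = flagged as likely green fluorescent, judged across all proteins in the well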;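 note: 0% = unlabeled GTP competition control and 100% = no-compound control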
Starred values were filed as active, the others as inactive; ? = inconclusive; / = no result given.

item	Structure	RGS8-Gao	Mcl1 Noxa PPI	Rab2A wt mod	Pf gamet viab	Bim-Mcl-1	Cdc42 wt
1	O=C(c1ccccc1)c1cc(-c2ccccn2)c(N2CCOCC2)s1	101	13	102	9	2	100
2	CCNC(=O)CCSc1nnc(-c2ccncc2)o1	97	8	100	/	-1	96
3	CC(=O)Nc1ccc(S(=O)(=O)N2CCN(Cc3cccc([N+](=O)[O-])c3)CC2)cc1	95	18	96	5	5	99
4	O=C(Nc1nccs1)C1(c2ccc(Cl)cc2)CC1	102	10	99	-7	0	94
5	Cc1cn2c(-c3cccnc3)nnc2s1	102	-2	97	-1	-3	96
6	CCN(CC)C(=O)C1CCN(S(=O)(=O)c2ccc(-n3cnnn3)cc2)CC1	89	11	95	/	-1	95
7	Cc1ccc(-n2nc(C(=O)c3ccccc3)n3c(=O)cc(-c4ccccc4)nc23)cc1	102	-14	105	/	-3	104
8	O=C1C=C(N(CCO)Cc2ccccc2)c2ccccc2C1=O	108	-5	?	/	3	?
9	CC1CCCCN1C(=O)CSc1nnc(-c2c[nH]c3ccccc23)o1 (stereo not given)	100	15	99	/	-8	95
10	Cc1nc(-c2cccc(NC(=O)c3cccs3)c2)cs1	103	-2	101	/	0	101
11	Cc1ccc(Cn2c(SCC(=O)Nc3cc(C)on3)nc3ccccc3c2=O)cc1	97	-6	100	-6	-1	99
12	O=c1c2c(-c3cccs3)csc2ncn1-n1cccc1	100	-8	102	/	-4	103
13	O=C(NCc1ccco1)C1CCN(S(=O)(=O)N2CCOCC2)CC1	99	5	102	/	0	104
14	O=C(COC(=O)c1cc(=O)[nH]c2ccccc12)NC1CCCCCCC1	101	-3	96	/	1	92
15	Cn1c(C(=O)N2CCC(C(N)=O)CC2)cc2c(=O)n(C)c3ccccc3c21	100	4	101	/	0	102

item	Rab7 wt modul	Rac1 wt modul	Mcl1 Bid PPI	Rac1 act GTP bind	HRas wt GTP
1	104	102	2	98	101
2	106	100	-19	96	100
3	97	97	13	96	100
4	107	95	-19	95	97
5	95	100	-11	99	98
6	95	101	11	97	94
7	103	102	-20	102	104
8	?	?	-26	?	?
9	103	99	19	96	98
10	101	101	5	100	99
11	104	105	-89	98	104
12	102	106	4	99	102
13	103	103	-30	103	102
14	99	94	-10	93	95
15	97	102	-18	102	101

The list continues:
item	Structure	RGS8-Gao	Mcl1 Noxa PPI	Rab2A wt mod	Pf gamet viab	Bim-Mcl-1	Cdc42 wt
16	COc1cc(/C=C2\SC(=S)N(CC(=O)NC(C)(C)C)C2=O)cc(OC)c1OC	101	16	95	2	-3	95
17	COc1ccc(OC)c(NC(=O)CSc2ccc3nnc(-c4cccnc4)n3n2)c1	102	-1	97	19	-2	93
18	COc1ccc(N2CCN(C(=O)c3ccc4c(c3)OCO4)CC2)cc1	97	-6	101	/	-2	99
19	CC(=O)OCC1=C(C(=O)O)N2C(=O)C(NC(=O)Cn3nc(C(F)F)c(Cl)c3C)C2SC1 (stereo not given)	103	5	98	12	-4	106
20	CCOCCCNS(=O)(=O)c1ccc(NC(=O)c2ccccc2)cc1	99	2	102	/	1	103
21	CCOP(=O)(c1c(F)c(F)c(F)c(F)c1F)C(O)c1ccccc1 (stereo not given)	99	-1	102	-4	5	103
22	O=c1c(C=Nc2cccc(C(F)(F)F)c2)c[nH]n1-c1cccc(Cl)n1	99	18	106	/	-4	103
23	COC(=O)c1ccc(/C=N/NC(=O)CCSc2nc3ccccc3s2)cc1	107	-3	99	-18	-23	93
24	COc1ccc(CSCCc2n[nH]c(=S)n2-c2ccccc2)cc1	100	20	94	-6	-4	96
25	Oc1ccc(/C=N/n2c(-c3ccco3)csc2=Nc2cccnc2)c(O)c1	101	36	99	7	-6	97
26	Cc1cc(=O)[nH]c(SCC(=O)NCCOc2ccccc2)n1	100	-3	105	-10	8	104
27	Cc1ccccc1NC(=O)Nc1nnc(Cc2ccc([N+](=O)[O-])cc2)s1	102	17	98	-7	9	101
28	CCOc1cc(C)ccc1OCc1nnc(SCC(=O)c2cccc([N+](=O)[O-])c2)n1C	93	13	98	-17	0	99
29	COc1ccc(S(=O)(=O)N(C)CC(=O)N2CCCCC2)cc1Cl	100	4	102	/	-4	105
30	O=C(O)c1sccc1OCc1ccccc1	97	0	103	/	0	102

item	Rab7 wt modul	Rac1 wt modul	Mcl1 Bid PPI	Rac1 act GTP bind	HRas wt GTP
16	104	98	-30	93	96
17	105	99	-34	96	100
18	95	100	86*	99	99
19	99	103	-34	101	100
20	104	104	-25	100	100
21	99	106	-22	101	101
22	101	103	-25	102	104
23	101	101	6	96	98
24	98	96	-33	92	96
25	98	104	-58	99	100
26	102	109	-16	100	104
27	96	102	3	101	98
28	99	98	-35	97	99
29	105	107	-14	101	103
30	105	103	-19	101	102

Next section; it opens with the two that closed the last part.
item	Structure	RGS8-Gao	Mcl1 Noxa PPI	Rab2A wt mod	Pf gamet viab	Bim-Mcl-1	Cdc42 wt
29	COc1ccc(S(=O)(=O)N(C)CC(=O)N2CCCCC2)cc1Cl	100	4	102	/	-4	105
30	O=C(O)c1sccc1OCc1ccccc1	97	0	103	/	0	102
31	O=C(CSc1nnc(Cn2nnc3ccccc32)o1)N(Cc1ccc(Cl)cc1)c1ccccc1	102	-2	102	2	-3	105
32	CCOC(=O)C1=C(C)n2c(s/c(=C/c3cccc([N+](=O)[O-])c3)c2=O)=NC1c1ccc(O)c(OC)c1 (stereo not given)	95	21	88	/	-5	89
33	Cc1ccc(-n2nnnc2SC(C)C(=O)Nc2ccccc2-c2ccccc2)cc1 (stereo not given)	102	7	97	-21	-2	96
34	CNC(=O)c1ccccc1NC(=O)c1ccco1	101	-1	101	/	-8	101
35	COc1cccc(-n2nc(C#N)c(Cl)cc2=O)c1	100	4	92	22	1	91
36	CCCc1nc(SCC(=O)N2c3ccccc3CC2C)c2c(C)c(C)sc2n1 (stereo not given)	99	-2	102	/	-4	103
37	O=C(NCCC1=CCCCC1)c1ccc2c(=O)n3c(nc2c1)CCCCC3	102	1	101	/	1	100
38	CCOC(=O)c1sc(NC(=O)C(CC)Sc2nccn2C)nc1C (stereo not given)	100	5	105	/	0	103
39	CCN(CC)S(=O)(=O)c1ccc2oc(C(=O)NCc3ccc(F)cc3)c(C)c2c1	102	-6	95	/	0	97
40	CCNC(=O)C/C(C)=N/NC(=O)C(=O)Nc1ccc(CC)cc1	100	-10	101	11	-3	97
41	Cc1ccc(/C=C/C(=O)O)cc1S(=O)(=O)N1CCc2ccccc2C1	107	7	97	/	0	104
42	CS(=O)(=O)c1ccc2nc(NC(=O)c3ccco3)sc2c1	94	17	99	/	-5	98
43	CCCSc1nsc(NC(=O)CC)n1	101	1	99	-13	-3	97
44	NCC(O)(c1ccc(Cl)cc1)c1ccc(Cl)cc1	104	6	97	-27	-2	91

item	Rab7 wt modul	Rac1 wt modul	Mcl1 Bid PPI	Rac1 act GTP bind	HRas wt GTP
29	105	107	-14	101	103
30	105	103	-19	101	102
31	101	105	18	103	103
32	91	87	-4	87	90
33	103	97	-14	98	96
34	99	110	-11	99	102
35	91	92	-13	90	92
36	104	104	-14	100	103
37	101	104	-20	99	101
38	103	104	7	98	104
39	93	96	-4	91	96
40	110	96	-16	93	92
41	96	99	1	96	96
42	100	102	17	99	99
43	102	103	2	98	100
44	100	94	-31	95	96

3 structures from above, ordered by formula weight, smallest number first:
item	Structure	RGS8-Gao	Mcl1 Noxa PPI	Rab2A wt mod	Pf gamet viab	Bim-Mcl-1	Cdc42 wt
33	Cc1ccc(-n2nnnc2SC(C)C(=O)Nc2ccccc2-c2ccccc2)cc1 (stereo not given)	102	7	97	-21	-2	96
39	CCN(CC)S(=O)(=O)c1ccc2oc(C(=O)NCc3ccc(F)cc3)c(C)c2c1	102	-6	95	/	0	97
31	O=C(CSc1nnc(Cn2nnc3ccccc32)o1)N(Cc1ccc(Cl)cc1)c1ccccc1	102	-2	102	2	-3	105

item	Rab7 wt modul	Rac1 wt modul	Mcl1 Bid PPI	Rac1 act GTP bind	HRas wt GTP
33	103	97	-14	98	96
39	93	96	-4	91	96
31	101	105	18	103	103

Values in list order from the list.
Entries 37 to 41 in Rac1 act GTP bind, in turn: 99, 98, 91, 93, 96
Entries 37 to 41 in Rac1 wt modul, in turn: 104, 104, 96, 96, 99

In a second layout: results already given.
Sequence of screens: RGS8-Gao, Mcl1 Noxa PPI, Rab2A wt mod, Pf gamet viab, Bim-Mcl-1, Cdc42 wt, Rab7 wt modul, Rac1 wt modul, Mcl1 Bid PPI, Rac1 act GTP bind, HRas wt GTP
#41 Cc1ccc(/C=C/C(=O)O)cc1S(=O)(=O)N1CCc2ccccc2C1
    107, 7, 97, /, 0, 104, 96, 99, 1, 96, 96
#34 CNC(=O)c1ccccc1NC(=O)c1ccco1
    101, -1, 101, /, -8, 101, 99, 110, -11, 99, 102
#33 Cc1ccc(-n2nnnc2SC(C)C(=O)Nc2ccccc2-c2ccccc2)cc1 (stereo not given)
    102, 7, 97, -21, -2, 96, 103, 97, -14, 98, 96
#36 CCCc1nc(SCC(=O)N2c3ccccc3CC2C)c2c(C)c(C)sc2n1 (stereo not given)
    99, -2, 102, /, -4, 103, 104, 104, -14, 100, 103
